BRCA1 expr up = activators of BRCA1 expression | Potency, µM (titrated, usually from 46.1 µM), for the others: at the highest dose activation, most hits filed as activators | MCF7-BRCA1-FFLuc reporter, luminescence, 48 h; response scale: scaled: vehicle 0%, 10 µM genistein 100% | AID 624202 | 380,000 tested, 1.1% active; active = well fitted activation curve with a large enough effect; inconclusive = small, poorly fitted or top-dose-only effect; inactive = no such curve, though single readings can be large or run the other way; note: nearly all actives have a fitted effect of over 80% in size; some results filed as inactive show a strong effect at the top dose
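Luminescence from a BRCA1-driven firefly luciferase in MCF7 cells was read after 48 h compound exposure at 37 C. Data normalized against DMSO and a 10microM genistein activation control, then curve-fitted across the titration.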
Active calls of the source: *; u = inconclusive; & = joins results of further samples. Potency is the fitted concentration of half-maximal effect.

| structure | BRCA1 expr up |
| --- | --- |
| Cc1ccccc1-c1nc(C(N)=O)c2c(n1)n(-c1ccc3c(c1)OCO3)c(=O)n2C | -19% |
| COc1cccc(C2CC(=O)Nc3c2c(=O)nc2c(C)cccn32)c1 (stereo not given) | 4% |
| Cc1ccc(Cn2cc(CN3CC(N4CCN(CCO)CC4)CS3(=O)=O)nn2)cc1 (stereo not given) | 12% |
| O=C(Cn1cc(S(=O)(=O)c2ccc(Cl)cc2)c(=O)c2ccccc21)Nc1ccc2c(c1)OCO2 | -24% |
| CCOc1ccc(CN2C(=O)c3ccccc3Sc3ccc(C(=O)NCCc4ccccc4)cc32)cc1 | -17% |
| Cc1cccc(NC(=O)C2CCCN(S(=O)(=O)c3c(C)[nH]c(=O)[nH]c3=O)C2)c1C (stereo not given) | 8% |
| Cc1cc2nc(NC(=O)C3(C)CCCN(C(C)C)C3)[nH]c2cc1C (stereo not given) | 0% |
| CCc1ccc(C(=O)c2cn(CC(=O)Nc3ccc(C)c(C)c3)c3ccccc3c2=O)cc1 | -43% |
| O=C(Nc1cccc(C(F)(F)F)c1)Nc1nnc([C@@H]2C[C@H](O)[C@@H](CO)O2)s1 | 14% |
| Cc1ccc(C)c(NC(=O)CSc2nnc(CNC(=O)c3ccccc3)n2-c2ccccc2)c1 | -7% |
| CCN(CC)c1ncnc2c1ncn2[C@H]1CN(C2CCCC2)C[C@@H](CO)O1 | 13% |
| O=S1(=O)N[C@H](Cc2ccccc2)COc2cc(N3CCC[C@H]3CO)ccc21 | 6% |
| COc1ccc(NC(=O)Cn2c(=O)c3ccccc3n3nncc23)cc1Cl | 7% |
| CCOc1ccccc1NC(=O)CN1C(=O)CC(c2ccc(OC)c(OC)c2)Sc2ccccc21 (stereo not given) | -37% |
| COCC(C)NC(=O)c1cnn2c(C(F)F)cc(-c3ccccc3)nc12 (stereo not given) | 1% |

(list continues)
| structure | BRCA1 expr up |
| --- | --- |
| CCn1c(=O)c2cc(C(=O)NCCc3ccc(OC)c(OC)c3)sc2c2ccccc21 | 8% |
| CCNC(=O)C1CCN(c2nc3ccccc3nc2C(F)(F)F)CC1 | 10% |
| CN(C)c1ccc(CNC(=O)CC[C@H]2O[C@@H](n3cnc4c(NC(=O)c5ccccc5)ncnc43)[C@H](O)[C@@H]2O)cc1 | 6% |
| CC1(C(=O)NS(=O)(=O)c2cccs2)CCN1C(=O)Cc1ccc(Cl)cc1Cl (stereo not given) | 0% |
| CCN(C(=O)CSc1nc2ccccc2n1CC(=O)Nc1ccccc1C)c1ccccc1 | 0% |
| Cc1oc2ncnc(N3CCCCC3)c2c1C(=O)NCC1CCN(Cc2cccc(F)c2)CC1 | 0% |
| CCOC(=O)c1c(C)[nH]c(C)c1S(=O)(=O)NCC(=O)N1CCN(c2ccccc2F)CC1 | 16% |
| COc1ccc2oc(=O)c(C(=O)N3CCN(c4ccc(C)cc4)CC3)cc2c1 | 4% |
| Cc1ccc(N2CC(c3nc4ccccc4n3CCC3CCCCC3)CC2=O)cc1 (stereo not given) | 6% |
| Cc1ccc(NC(=O)Cn2c(=O)n(-c3ccc(C)cc3)c(=O)c3ccc(C(=O)NCc4ccccc4Cl)cc32)cc1 | 6% |
| CC(=O)c1cccc(-c2ccc3c(c2)C(C)(Cc2ccccc2C#N)C(=O)N3)c1 (stereo not given) | -9% |
| CCOC(=O)c1ccc(-c2ccc3ncnc(N(C)Cc4sccc4C)c3c2)o1 | -10% |
| COCCNc1nc(NCCCN2CCCC2=O)c2sc(-c3ccccc3)cc2n1 | 0% |
| O=S1(=O)N[C@H](Cc2ccccc2)COc2cc(N3CCC[C@@H]3CO)ccc21 | -40% |
| CSc1cccc(NC(=O)C2CCN(S(=O)(=O)c3ccc4[nH]c(=O)ccc4c3)CC2)c1 | 4% |

Remaining list, next part
| structure | BRCA1 expr up |
| --- | --- |
| CS(=O)(=O)Nc1ccc(-c2cncc3nccn23)cc1 | 25% |
| COc1cccc(C(=O)Nc2cc3c(cc2C(=O)c2ccc(C)cc2)OCCO3)c1 | 9% |
| Cc1ccc(-c2cc3ncc(C(=O)c4cc([N+](=O)[O-])ccc4O)cn3n2)cc1 | 0% |
| CCc1nc2c(OCc3ccc(OC)cc3)cccn2c1N(C)C(=O)c1ccncc1 | 0% |
| COc1cccc(C(=O)Nc2c3c(nn2-c2ccc(C)cc2C)CS(=O)(=O)C3)c1OC | 19% |
| CC(C)(C)c1ccc(C(=O)NC2(C(F)(F)F)NC(=O)N(CCc3ccccc3)C2=O)cc1 (stereo not given) | -62% |
| CC1CCCCN1C(=O)c1ccc2c(c1)N(Cc1ccc(F)cc1)C(=O)c1ccccc1S2(=O)=O (stereo not given) | -8% |
| CCOC(=O)c1cc(S(=O)(=O)N2CCN(c3ccccc3F)CC2)[nH]n1 | -3% |
| O=C(Nc1ccc2nc(-c3cccs3)c(-c3cccs3)nc2c1)N1CCCCC1 | -5% |
| Cc1ccc(C(=O)c2cn(Cc3cc(C)ccc3C)c3nc(C)ccc3c2=O)cc1 | -45% |
| Cc1cc(F)ccc1-c1cc(C(=O)NCc2ccco2)[nH]n1 | 42% |
| CCc1nc2ccc(C(=O)Nc3cccc(NS(C)(=O)=O)c3)cn2c1N(C)C(=O)c1cccc(OC)c1 | 9% |
| CCOC(=O)C1(C)CCCN1C(=O)c1cccs1 (stereo not given) | -2% |
| CCOc1ccc(S(=O)(=O)N(CC(=O)Nc2ccc(OC)c(Cl)c2)c2ccccc2)cc1 | 6% |
| c1ccc(CNc2nc(NCc3ccccc3)c3sccc3n2)cc1 | 0% |

Copied from above (2 entries):
| structure | BRCA1 expr up |
| --- | --- |
| CCc1nc2c(OCc3ccc(OC)cc3)cccn2c1N(C)C(=O)c1ccncc1 | 0% |
| COc1cccc(C(=O)Nc2c3c(nn2-c2ccc(C)cc2C)CS(=O)(=O)C3)c1OC | 19% |

Continuation:
| structure | BRCA1 expr up |
| --- | --- |
| COc1ccccc1N(CC(=O)Nc1ccc(C)c(Cl)c1)S(=O)(=O)c1ccc(C)cc1 | -42% |
| COc1ccc(-c2sc3ccccc3c2-c2ccc(OC)cc2F)cc1 | 14% |
| COc1ccc(-c2nc3ccccc3n2Cc2ccc(C(C)C)cc2)cc1 | -11% |
| Cc1cc2nc(-c3ccccc3)c(Cc3cccc(F)c3)n2c(C)c1Br | -59% |
| CC(C)c1ccc(OC(=O)c2cc(-c3ccc4c(c3)OCCO4)on2)cc1 | 0% |
| O=C(Nc1ccccc1)c1ccccc1Br | u |
| CCC(c1nnnn1-c1ccc2c(c1)OCCO2)N1CCN(c2ncccn2)CC1 (stereo not given) | -22% |
| CNc1ccc(/C=C2\C=Cc3ccccc32)cc1I | -23% |
| CCCCN(C)CCCNC(=O)C1CCN(S(=O)(=O)CCC)CC1 | 4% |
| COCCNC(=O)C1CCCN(Cc2ccccc2-c2ccccc2)CC1 (stereo not given) | 20% |
| O=C(c1ccc2c(c1)N(Cc1ccccc1F)C(=O)c1ccccc1S2(=O)=O)N1CCCCC1 | -32% |
| O=C(Cn1ncc2ccsc2c1=O)N1CCN(c2ccccc2)CC1 | -3% |
| CC1(c2nc3ccccc3[nH]2)CCC(=O)N1Cc1ccccn1 (stereo not given) | 1% |
| CCCCOc1ccc(CNC(=O)c2ccc(-c3nc(CN4CCc5ccccc54)c(C)o3)cc2)cc1 | 2% |
| Cc1ccccc1-c1cc2nc(NCCN3CCNC3=O)n(C)c(=O)c2s1 | -24% |

(list continues)
mol,BRCA1 expr up
CC(=O)c1cccc(-c2cnc3c(NC=O)cc(-c4ccc(N5CCN(C)CC5)cc4)cn23)c1,14%
CS/C(=N\S(=O)(=O)c1ccc(F)cc1)c1ccccc1,-5%
C[C@H](c1ccccc1)N1C[C@H](COCc2ccccc2)Oc2cc(N3CC[C@H](O)C3)ccc2S1(=O)=O,-24%
COc1ccc(CCNC(=O)Nc2nnc([C@H]3C[C@H](O)[C@@H](CO)O3)s2)cc1OC,4%
CCCc1nc2ccc(C(=O)OC)cn2c1Cc1ccccc1C(F)(F)F,-38%
CC1(C(=O)NS(=O)(=O)c2ccc(Cl)s2)CCN1C(=O)C1(c2ccccc2)CCCC1 (stereo not given),-7%
CCOc1ccc(C(CC(=O)Nc2ccc(C(=O)OC)cc2)N2Cc3ccccc3C2=O)cc1OC (stereo not given),9%
Cc1ccc(Cl)cc1-c1cc(C(=O)Nc2ccc(F)cc2)[nH]n1,19%

An excerpt from above in order of molar mass, largest number first.
mol,BRCA1 expr up
C[C@H](c1ccccc1)N1C[C@H](COCc2ccccc2)Oc2cc(N3CC[C@H](O)C3)ccc2S1(=O)=O,-24%
CCOc1ccc(C(CC(=O)Nc2ccc(C(=O)OC)cc2)N2Cc3ccccc3C2=O)cc1OC (stereo not given),9%
CC1(C(=O)NS(=O)(=O)c2ccc(Cl)s2)CCN1C(=O)C1(c2ccccc2)CCCC1 (stereo not given),-7%
COc1ccc(CCNC(=O)Nc2nnc([C@H]3C[C@H](O)[C@@H](CO)O3)s2)cc1OC,4%

By substructure, those above with an aryl thioether with sulfur outside any ring.
mol,BRCA1 expr up
Cc1ccc(C)c(NC(=O)CSc2nnc(CNC(=O)c3ccccc3)n2-c2ccccc2)c1,-7%
CCN(C(=O)CSc1nc2ccccc2n1CC(=O)Nc1ccccc1C)c1ccccc1,0%
CSc1cccc(NC(=O)C2CCN(S(=O)(=O)c3ccc4[nH]c(=O)ccc4c3)CC2)c1,4%

More structures follow:
mol,BRCA1 expr up
O=C(CN1C(=O)CSc2ccc(S(=O)(=O)N3CCCCC3)cc21)NCc1ccc(F)cc1Cl,-20%
COCCCN1C(=O)C(CC(=O)NC2CC2)CC(C(=O)N(C(C)C)C(C)C)=C1C (stereo not given),14%
Cc1ccc2cc3cc(C(=O)N4CCN(c5ccccc5)CC4)sc3nc2c1,2%
CC1(C(=O)Nc2cnc3ccccc3c2)CCN1Cc1ccccc1OC(F)F (stereo not given),-42%
COc1ccc(CCNC(=O)CCc2c(C)nc3c(c(C)nn3-c3ccc(C)c(C)c3)c2C)c(OC)c1OC,6%
Cc1cc(C)cc(NS(=O)(=O)c2ccc(-n3cccn3)cc2)c1,0%
CN(Cc1ccccc1)C(=O)[C@@H]1CCCN1C(=O)[C@@H]1CCCN1C(=O)c1cccs1,16%
CCn1ccc2cc(S(=O)(=O)N3CCCN(C(=O)Nc4ccccc4F)CC3)ccc21,-10%

Following part:
mol,BRCA1 expr up
Cc1cccc(C)c1NC(=O)C1c2ccccc2OCC(=O)N1Cc1ccccc1 (stereo not given),4%
CC(=O)N1c2ccc(S(=O)(=O)N3CCCCCC3)cc2CC1C(=O)NCc1cccc(C)c1 (stereo not given),8%
COc1ccc(CC(N)c2csc(Nc3ccc(S(C)(=O)=O)cc3)n2)cc1 (stereo not given),-26%
Oc1cccc(-c2csc(C(O)(c3ccccc3)C(F)(F)F)n2)c1 (stereo not given),0%
CCCn1ccc2c(OCC(=O)NCc3ccc(C)cc3)cccc2c1=O,0%
CC1=C(C(=O)N(C(C)C)C(C)C)CC(CC(=O)NC2CCCC2)C(=O)N1Cc1ccc(F)cc1 (stereo not given),13%
Cc1ccc(OC(C)C(=O)N2CCN(CCc3ccncc3)CC2)cc1C (stereo not given),0%
CCOC(=O)C1CCCN(C(=O)c2ccncc2)CC1 (stereo not given),-7%

Further structures
mol,BRCA1 expr up
COc1ccccc1-c1ccc2c(c1)C(C)(Cc1ccc(Cl)c(Cl)c1)C(=O)N2 (stereo not given),-68%
CNc1ncnc2c1ncn2[C@H]1CN(Cc2cccs2)C[C@@H](CO)O1,14%
CC(CCC(C)[n+]1cccc(Br)c1)[n+]1cccc(Br)c1 (stereo not given),6%
COc1ccc(OC)c(NC(=O)CN(C)S(=O)(=O)c2ccc(C(=O)N3CCOCC3)s2)c1,-18%
CC(=O)N1CCc2c(sc3c2c(=O)n(-c2ccccc2)c(=O)n3CC(=O)c2ccccc2)C1,-11%
Nc1ncnc2c1ncn2[C@@H]1O[C@H](C(=O)Nc2ccc(C(=O)N3CCCCC3)cc2)[C@@H](O)[C@H]1O,10%
COc1ccc(-c2ccc(C(=O)Nc3cccc(Oc4ccccc4)c3)c3occc23)c(C)c1,-7%
CC1(C(=O)Nc2ccc3ccccc3c2)CCC(=O)N1CC(F)(F)F (stereo not given),6%

(list continues)
mol,BRCA1 expr up
CC1(C(=O)Nc2cccc3ccccc23)CCN1C(=O)Cc1ccc(Cl)cc1Cl (stereo not given),-13%
CCCOc1ccc(F)cc1-c1cc(C(=O)NCc2ccccc2OC)[nH]n1,-34%
CNC(=O)OCc1ncn(-c2ccccc2)c1COC(=O)NC,7%
CC(=O)c1c(C)n(-c2cccc(C)c2)c2ccc(OC(=O)COc3ccccc3)cc12,-11%
O=C(O)C1=CC(c2ccc(Br)cc2)n2ncnc2N1 (stereo not given),7%
CCOC(=O)CC(NS(=O)(=O)c1cc(-c2cc(C)no2)ccc1C)c1ccc(C)cc1 (stereo not given),-47%
O=C(NC1CCN(Cc2ccccc2)CC1)c1[nH]c(C(F)(F)F)nc1-c1ccccc1,1%&-2%
CCOc1ccc(NC(=O)c2oc3ccccc3c2NC(=O)COc2cccc(OC)c2)cc1,-3%

Next structures.
mol,BRCA1 expr up
CS(=O)(=O)c1ccc(Nc2nc(C(N)Cc3ccc(Cl)cc3)cs2)cc1 (stereo not given),-57%
CN1c2ccccc2SC2C(c3ccccc3)=NOC21 (stereo not given),6%
O=C(NCc1ccc(F)c(F)c1)c1ccc(-c2ccc(F)c(F)c2)c2ccoc12,-31%
CCn1c(=N)c(C(=O)NC2CCCCC2)cc2c(=O)n3cc(C)ccc3nc21,0%
O=C(NCc1ccncc1)C1Cc2c(-c3ccccc3Oc3ccccc3)ccnc2O1 (stereo not given),-20%
CC1(C)OC(=O)C2=C(C[C@@H](CCC(F)(F)F)O[C@H]2c2ccc(F)cc2)O1,3%
O=C(CN(CCc1c[nH]c2ccccc12)S(=O)(=O)c1ccccc1)N1CCCCCC1,-28%
CCOc1cc(C(=O)Nc2nnc3n2CCS3)cc(OCC)c1OCC,16%
CCOc1ccc2cc(C#N)c(SCC(=O)OCc3ccccc3)nc2c1,11%
Cc1ccc(Nc2nc(C)nc(N)c2S(=O)(=O)c2ccccc2)cc1,14%

The list is partial (hit frequency here may not be typical).
